# MEKK2wt PB1 HTS: raises or lowers MEK5 binding to wildtype human MEKK2 PB1 domain. Q9Y2U5. bead flow cytometry, Alexa488-MEK5 binding to MEKK2 WT; actives lie on both sides. binding response (% of control), % at 10 µM. 1.1% of 290,000 active. AID 1531; in the data active means binding response below about 67% or above about 130%
# MEKK2 mut-MEK5: signal of MEK5 binding to mutant human MEKK2 PB1 domain; bead flow cytometry, Alexa488-MEK5 binding to MEKK2 mutant; percent response, % at 10 µM; 0.35% of 290,000 active; AID 1530; in the data active means percent response above about 24%, passing the limit was not always enough; further: inactives centre near 1; some results filed as inactive read as strong as hits; reference of the scale not given here
# SUMO HTRF inh: blocks human SUMOylation mediated by UBC9 | HTRF SUMOylation assay, SAE1/SAE2 + UBC9, in vitro | P63279 | 0.36% of 290,000 active | inhibition, % at 35 µM; in the data active means inhibition above about 50%, passing the limit was not always enough; further: strong numbers were not always called active
# Target sequence (P63279 whole entry, looked up): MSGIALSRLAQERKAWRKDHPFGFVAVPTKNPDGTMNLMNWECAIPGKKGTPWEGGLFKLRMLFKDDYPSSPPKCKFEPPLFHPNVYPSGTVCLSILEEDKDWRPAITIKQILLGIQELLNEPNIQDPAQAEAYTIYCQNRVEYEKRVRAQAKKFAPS
# Numbers without * were called inactive; / = not tested or not shown. A portion of the library, so the mix of outcomes need not match the whole.
item | MEKK2wt PB1 HTS | MEKK2 mut-MEK5 | SUMO HTRF inh | Compound
1 | / | 53* | / | COC(=O)CCC(=O)OC1(C)C(=O)C2=CN(Cc3ccc4c(c3)OCO4)C(c3ccc(OC)cc3)=CC2=C(Br)C1=O (centres undefined)
2 | / | 11 | / | COC(=O)CCC(=O)OC1(C)C(=O)C2=CN(Cc3ccc(OC)cc3)C(c3ccc(OC)cc3)=CC2=C(Br)C1=O (centres undefined)
3 | 98 | / | / | C=CC1=C(C(=O)O)N2C(=O)[C@@H](NC(=O)/C(=N/OCC(=O)O)c3csc(N)n3)[C@H]2SC1
4 | 82 | / | / | O=C(O)C1CCCN(CCC=C(c2ccccc2)c2ccccc2)C1 (centres undefined)
5 | 100 | / | / | CC[C@H]1OC(=O)[C@H](C)[C@@H](O[C@H]2C[C@@](C)(OC)[C@@H](O)[C@H](C)O2)[C@H](C)[C@@H](O[C@@H]2O[C@H](C)C[C@H](N(C)C)[C@H]2O)[C@](C)(O)C[C@@H](C)CN(C)[C@H](C)[C@@H](O)[C@]1(C)O
6 | / | / | -5 | Cc1ccc(C)c2[nH]c(=O)c(CCNC(=O)C(C)C)cc12
7 | / | / | 4 | Cn1c(=O)c2c(SCC(=O)NCC3CCCO3)nc(-c3cccs3)nc2n(C)c1=O (centres undefined)
8 | 103 | 2 | / | CCC(C)CCCCCCCCCCC(=O)O (centres undefined)

# Additional results.
item | MEKK2wt PB1 HTS | MEKK2 mut-MEK5 | SUMO HTRF inh | Compound
9 | 103 | 1 | / | O=S1(=O)CCOC[C@H](Cc2ccccc2)N1Cc1ccc(F)cc1
10 | 82 | -2 | / | CC1(OC(=O)c2ccco2)C(=O)C=C2C=C(c3ccsc3)OC=C2C1=O (centres undefined)
11 | 101 | 0 | / | CC1(c2nnc(-c3ccccc3)o2)CC(c2ccccc2)=NO1 (centres undefined)
12 | 106 | 3 | / | C#CCNC(=O)C1=C[C@@H](c2ccccc2)C[C@@H](OCCCCO)O1
13 | 93 | -5 | / | CCOC(=O)/C=C/c1ccc(C(F)(F)F)cc1S(=O)(=O)NC(C)(C)C
14 | 100 | 0 | / | CC1(c2nnc(-c3ccncc3)o2)CC(c2cccc(Cl)c2)=NO1 (centres undefined)
15 | 105 | 2 | / | CCCCCCCCN1[C@@H](CC(=O)O)c2ccc(C(F)(F)F)cc2S1(=O)=O
16 | 99 | 3 | / | CC(C)(C)OC(=O)NCCCC1=CC2=CC(=O)C(C)(O)C(=O)C2=CO1 (centres undefined)

# Further records.
item | MEKK2wt PB1 HTS | MEKK2 mut-MEK5 | SUMO HTRF inh | Compound
17 | 92 | -6 | / | COCCN1C(=O)N[C@@H](c2cccc(C(F)(F)F)c2)[C@H](C(C)=O)[C@H]1C
18 | 106 | 2 | / | O=c1cc(-c2ccc(O)cc2)oc2cc(O)cc(O)c12
19 | 112 | 4 | / | NC(=O)c1ccccc1Nc1nc(NCCO)nc(N2CCCC2)n1
20 | 98 | 0 | / | COC(=O)C[C@H]1c2ccccc2S(=O)(=O)N1C(C)C
21 | 97 | 3 | / | CCOc1ccccc1-c1nc2c(s1)CCc1onc(-c3ccc(OC)cc3)c1-2
22 | 95 | -6 | / | CC1(C)c2[nH]c3ccccc3c2C[C@@H]2C(=O)N(Cc3ccco3)C(=O)N21
23 | 104 | 2 | / | COC(=O)C1=C(C)N(Cc2ccccc2)C(=O)N[C@H]1CCc1ccccc1
24 | 102 | 2 | / | Cc1ccc(Nc2[nH]c(=O)c3ccccc3c2C(=O)c2ccccc2)cc1

# (more compounds)
item | MEKK2wt PB1 HTS | MEKK2 mut-MEK5 | SUMO HTRF inh | Compound
25 | 98 | -3 | / | CC(C)(C)n1nc(Cc2cccc3ccccc23)c(C#N)c1N
26 | 100 | 1 | / | CC(C)C[C@H]1C(=O)N2CCC[C@H]2[C@]2(O)O[C@](NC(=O)C3C=C4c5cccc6[nH]c(Br)c(c56)C[C@H]4N(C)C3)(C(C)C)C(=O)N12 (some centres undefined)
27 | 98 | 2 | / | O=C1c2ccccc2S(=O)(=O)c2cc(C(=O)N3CCCC3)ccc21
28 | 92 | -1 | / | CC(C)=CCc1c(O)cc(O)c2c1OC(c1ccc(O)cc1)CC2=O (centres undefined)
29 | 103 | 2 | / | CCN1C(=O)N[C@@H](c2ccc(Br)cc2)C(C(C)=O)=C1C
30 | 95 | -12 | / | COc1cc2sc3ccc(C#Cc4ccccn4)cc3c(=O)c2cc1OC
31 | 103 | 2 | / | COc1cccc(N2[C@@H](CC(C)=O)c3ccc(/C=C/C(C)=O)cc3S2(=O)=O)c1
32 | 108 | 1 | / | CCCCCC[C@@H]([C@@H](C)O)n1cnc2c(N)ncnc21

# Further entries:
item | MEKK2wt PB1 HTS | MEKK2 mut-MEK5 | SUMO HTRF inh | Compound
33 | 97 | 1 | / | C[C@H]1CC[C@]2(O[C@@H](CCO)C[C@@H](O)[C@@H]2O)O1
34 | 102 | 2 | / | OCC[C@H]1C[C@H](O)[C@@H](O)[C@]2(CCCO2)O1
35 | 107 | 4 | / | Oc1cc2c(c(Cl)c1O)CCNCC2c1ccccc1 (centres undefined)
36 | 98 | -2 | / | COC(=O)C1=C[C@@H](C(=O)OC)[C@@H]2C3=C(C(=O)[C@@]2(C)NC(=O)c2ccccc2)[C@H](c2ccccc2)n2c(=O)n(-c4ccccc4)c(=O)n2[C@@H]3C1
37 | 104 | 2 | / | O=C(NCc1ccccc1)c1onc(CSc2ccncc2)c1C(=O)NCc1ccccc1
38 | 110 | 6 | / | CCOC(=O)[C@@H]1[C@H]2COc3ccccc3[C@@H]2N2C(=O)N(c3cccc(F)c3)C(=O)[C@]12C
39 | 98 | -1 | / | O=C1c2ccccc2S(=O)(=O)c2cc(N3CCN(c4ccccc4)CC3)ccc21
40 | 108 | 1 | / | COc1ccc([C@H]2/C=C\CN(Cc3ccc(N(C)C)cc3)[C@@H](C)C(=O)N2Cc2ccc(F)cc2)cc1

# The results go on:
item | MEKK2wt PB1 HTS | MEKK2 mut-MEK5 | SUMO HTRF inh | Compound
41 | 112 | 4 | / | COc1ccc(-c2ccc3oc(-c4ccc(OC)cc4)c(C#CCCO)c3c2)cc1
42 | 97 | -2 | / | O=C(O)c1ccc(-c2noc(-c3ccc(F)cc3)n2)cc1
43 | 93 | 1 | / | O=C(O)CCCC[C@@H]1SC[C@@H]2NC(=O)N[C@@H]21
44 | 146* | 15 | / | FC(F)(F)c1cc(CCN2CCNC[C@@H]2Cc2ccccc2)cc(C(F)(F)F)c1
45 | 100 | 3 | / | O=C(NCc1ccccc1)C1(C(F)(F)F)CC(CCCO)CCCO1 (centres undefined)
46 | 108 | 5 | / | O=C1c2cccc3c2[C@H](CCC3)CN1[C@@H]1CN2CCC1CC2
47 | 101 | -2 | / | CC(C)(C)CN1C(N)=NC[C@@H]1Cc1ccccc1
48 | 94 | -1 | / | C=C1CCN([C@@H](CC(C)C)C(=O)NN2CCOCC2)S(=O)(=O)c2ccccc21

# Three records picked at random from those above:
item | MEKK2wt PB1 HTS | MEKK2 mut-MEK5 | SUMO HTRF inh | Compound
48 | 94 | -1 | / | C=C1CCN([C@@H](CC(C)C)C(=O)NN2CCOCC2)S(=O)(=O)c2ccccc21
47 | 101 | -2 | / | CC(C)(C)CN1C(N)=NC[C@@H]1Cc1ccccc1
42 | 97 | -2 | / | O=C(O)c1ccc(-c2noc(-c3ccc(F)cc3)n2)cc1

# The list goes on:
item | MEKK2wt PB1 HTS | MEKK2 mut-MEK5 | SUMO HTRF inh | Compound
49 | 103 | 1 | / | CNC(=O)[C@@]1(Cc2ccccc2)C=C[C@@H](C)N1C(C)=O
50 | 100 | 2 | / | C=C1CCN([C@@H](Cc2ccccc2)C(=O)Nc2ccc(OC)cc2)S(=O)(=O)c2ccccc21
51 | 112 | 5 | / | CC1CCC(NC(=O)N(CCCl)N=O)CC1 (centres undefined)
52 | 139 | 11 | / | CCC(=O)c1ccc2c(c1)N(CCCN(C)C)c1ccccc1S2
53 | 91 | -1 | / | CC1(C)C=Cc2cc(-c3coc4cc(O)cc(O)c4c3=O)cc(O)c2O1
54 | 101 | 2 | / | CCOC(=O)C[C@H]1c2ccc(C(F)(F)F)cc2S(=O)(=O)N1C(C)C
55 | 101 | 1 | / | CN1CCN(C(=O)C2=C[C@H](C3CC3)C[C@H](OCc3ccc(CO)cc3)O2)CC1
56 | 100 | 0 | / | Cc1nnc(SCCN2C(=O)c3ccccc3C2=O)nc1C

# (listing goes on)
item | MEKK2wt PB1 HTS | MEKK2 mut-MEK5 | SUMO HTRF inh | Compound
57 | 100 | 0 | / | COc1ccc2c(c1)O[C@H]1c3ccc(O)cc3OC[C@@H]21
58 | 112 | 4 | / | NC1CCN(c2cccc(Cl)n2)CC1
59 | 100 | 0 | / | COC(=O)C1(CC2CC(c3ccccc3)=NO2)CCN(C(=O)OC(C)(C)C)CC1 (centres undefined)
60 | 90 | -3 | / | Fc1cccc(F)c1-c1nc2c(s1)CCc1onc(-c3ccc(Br)cc3)c1-2

# Structures above with a carbonyl joined to an NH by a bond outside any ring:
item | MEKK2wt PB1 HTS | MEKK2 mut-MEK5 | SUMO HTRF inh | Compound
3 | 98 | / | / | C=CC1=C(C(=O)O)N2C(=O)[C@@H](NC(=O)/C(=N/OCC(=O)O)c3csc(N)n3)[C@H]2SC1
6 | / | / | -5 | Cc1ccc(C)c2[nH]c(=O)c(CCNC(=O)C(C)C)cc12
7 | / | / | 4 | Cn1c(=O)c2c(SCC(=O)NCC3CCCO3)nc(-c3cccs3)nc2n(C)c1=O (centres undefined)
12 | 106 | 3 | / | C#CCNC(=O)C1=C[C@@H](c2ccccc2)C[C@@H](OCCCCO)O1
16 | 99 | 3 | / | CC(C)(C)OC(=O)NCCCC1=CC2=CC(=O)C(C)(O)C(=O)C2=CO1 (centres undefined)
19 | 112 | 4 | / | NC(=O)c1ccccc1Nc1nc(NCCO)nc(N2CCCC2)n1
26 | 100 | 1 | / | CC(C)C[C@H]1C(=O)N2CCC[C@H]2[C@]2(O)O[C@](NC(=O)C3C=C4c5cccc6[nH]c(Br)c(c56)C[C@H]4N(C)C3)(C(C)C)C(=O)N12 (some centres undefined)
36 | 98 | -2 | / | COC(=O)C1=C[C@@H](C(=O)OC)[C@@H]2C3=C(C(=O)[C@@]2(C)NC(=O)c2ccccc2)[C@H](c2ccccc2)n2c(=O)n(-c4ccccc4)c(=O)n2[C@@H]3C1
37 | 104 | 2 | / | O=C(NCc1ccccc1)c1onc(CSc2ccncc2)c1C(=O)NCc1ccccc1
45 | 100 | 3 | / | O=C(NCc1ccccc1)C1(C(F)(F)F)CC(CCCO)CCCO1 (centres undefined)
48 | 94 | -1 | / | C=C1CCN([C@@H](CC(C)C)C(=O)NN2CCOCC2)S(=O)(=O)c2ccccc21
49 | 103 | 1 | / | CNC(=O)[C@@]1(Cc2ccccc2)C=C[C@@H](C)N1C(C)=O
50 | 100 | 2 | / | C=C1CCN([C@@H](Cc2ccccc2)C(=O)Nc2ccc(OC)cc2)S(=O)(=O)c2ccccc21
51 | 112 | 5 | / | CC1CCC(NC(=O)N(CCCl)N=O)CC1 (centres undefined)
